BRCA1 expr act = BRCA1 expression activation; hit rate 1.1% among 380,000; Potency, µM (top dose mostly 46.1 µM), for inactives: at the highest dose activation, most hits filed as activators; AID 624202; MCF7-BRCA1-FFLuc reporter, luminescence, 48 h; response scale: scaled: vehicle 0%, 10 µM genistein 100%; active = well fitted activation curve with a large enough effect; inconclusive = small, poorly fitted or top-dose-only effect; inactive = no such curve, though single readings can be large or run the other way; also: potency is read from the fitted curve at half-maximal effect; nearly all actives have a fitted effect of over 80% in size; some results filed as inactive show a strong effect at the top dose
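Activators of BRCA1 expression were detected as increased firefly luciferase luminescence in engineered MCF7 cells after 48 h compound incubation. Signals were scaled to genistein 10 microM as full activation.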
Giardia kill = Giardia lamblia killing. Giardia lamblia trophozoite viability. activity change, % at 7.66 µM, hits read low. hit rate 0.15% among 340,000; in the data active = activity change below about -80%; inconclusive = between about -30% and that limit;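 also: parasites exposed to compound for two days anaerobically before the ATP read; % is scaled to controls: 0 for no effect and ±100 for the full control effect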
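Giardia lamblia trophozoites (100 cells/well) were incubated with compounds for 48 h at 37 deg C under anaerobic conditions. Viability was read as ATP content by one-step luminescence after 15-30 min at room temperature.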
Numbers without * were called inactive; ? = inconclusive; [ ] = remark or other dose. Some of the compounds tested, so the mix of outcomes need not match the whole.

Sample of the layout, four compounds:
smiles | BRCA1 expr act | Giardia kill
Cc1c(N)cc(S(=O)(=O)O)cc1NC(=O)c1cccc([N+](=O)[O-])c1 | 0% | -1
CCN1CCN(CC(=O)Nc2cccc(C)c2)C(=O)C1=O | -12% | 16
O=C(CCCCC(=O)Sc1ccccc1)Sc1ccccc1 | 0% | -12
O=S(=O)(O)c1cc2onnc2c2ccccc12 | -17% | 10

Main list, repeating the preview:
smiles | BRCA1 expr act | Giardia kill
Cc1c(N)cc(S(=O)(=O)O)cc1NC(=O)c1cccc([N+](=O)[O-])c1 | 0% | -1
CCN1CCN(CC(=O)Nc2cccc(C)c2)C(=O)C1=O | -12% | 16
O=C(CCCCC(=O)Sc1ccccc1)Sc1ccccc1 | 0% | -12
O=S(=O)(O)c1cc2onnc2c2ccccc12 | -17% | 10
CC(C)(C)S(=O)N1Cc2cc(=O)n(Cc3ccccc3)cc2[C@H]1CCO (some centres undefined) | 25% | -9
C/C(=N\NC(=O)C1CC1)c1ccc(C)cc1C | 11% | 31[activator]
O=C(NCCCN1CCOCC1)C1Nc2ccc(OC(F)(F)F)cc2C2C=CCC12 (centres undefined) | -30% | -3
O=C(NCC1CC1)c1cc(-c2ccccc2)nn1CC1CC(c2cccnc2)=NO1 (centres undefined) | 2% | 19
NS(=O)(=O)c1cccc(NC(=O)COC(=O)Cc2ccc(S(=O)(=O)N3CCOCC3)s2)c1 | -7% | -7
CC(C)CCNC(=O)Cn1c(SCc2cccc(F)c2)nc2ccncc21 | 0% | -14
COc1ccc(C)cc1NC(=O)C1CC(=O)N(CCc2ccc(F)cc2)C1 (centres undefined) | 0% | -6
COc1ccccc1-c1cccc([C@@H]2C[C@H]3[C@@H](CN2)CON3C)c1 | 0% | ?
O=C(NC(=S)NCc1ccccc1)c1ccc(Br)cc1 | -4% | -7
CC(NC(=O)c1cccs1)c1ccc(Br)cc1 (centres undefined) | -10% | -1
Cc1nn(C)c(=S)[nH]c1=S | -15% | -9
Cc1ccc(C2(SCC(N)C(=O)O)c3ccccc3-c3ccccc32)cc1 (centres undefined) | -1% | -18
COc1cccc(CN2CCN(C(=O)c3cc(-c4ccncc4)nc4ccc(C)cc34)CC2)c1 | -34% | -8
NC(=O)c1ccc(OCc2ccccc2)nc1 | ? | -10
COc1ccccc1OCCn1c(CCNC(=O)C2CCCCC2)nc2ccccc21 | 3% | 12
COC(=O)C1=C[C@@H](C(=O)OC)[C@@H]2C3=C(C(=O)[C@]2(C)NC(=O)c2ccccc2)[C@H](C)n2c(=O)n(-c4ccccc4)c(=O)n2[C@@H]3C1 | 0% | 4
CC[C@H](C)[C@H]1CNC(=S)N1CC1CCN(CCC(C)(C)C)CC1 | 8% | -10
O=C(NCCCc1ccccc1)C(=O)NCC1OCCN1S(=O)(=O)c1cc(F)ccc1F (centres undefined) | 3% | -5
Cc1ccc(S(=O)(=O)N2CCN(c3nc(-c4cccs4)nc(C)c3C)CC2)cc1 | 0% | -10
COc1ccc(-c2nn3c(-c4cc(-c5ccccc5)n[nH]4)nnc3s2)cc1OC | 6% | -18
Cc1ccc(S(=O)(=O)N2CCOCC2)cc1C(=O)N1CCN(S(=O)(=O)c2ccccc2F)CC1 | -1% | -18
CN(CCc1ccccc1)C(=O)c1cccc(NC(=O)Cc2cccc(NC(=O)C3CCCN(C(=O)C4CCCCC4)C3)c2)c1 (centres undefined) | -5% | 10
O=C(NNC(=O)c1ccncc1)Nc1cc(Cl)ccc1Cl | 32% | -1
CN(C)CC/C=C1\c2cc(Cl)ccc2Sc2cc(F)c(F)cc21 | -21% | 11
COc1c(NC(C)=O)c2c(c([N+](=O)[O-])c1OC)C(=O)OC2 | -9% | -15
O=C(NCCCC1CCCC1)C1CCC(=O)N(Cc2ccccc2F)C1 (centres undefined) | -25% | -17

Full records, looked up by structure.
Shown for `O=C(NNC(=O)c1ccncc1)Nc1cc(Cl)ccc1Cl` : BRCA1 expr act: 32%; Giardia kill: -1
Shown for `Cc1ccc(C2(SCC(N)C(=O)O)c3ccccc3-c3ccccc32)cc1` (centres undefined) : BRCA1 expr act: -1%; Giardia kill: -18

(list continues)
smiles | BRCA1 expr act | Giardia kill
CN(C)CCOC1(Cc2ccc(F)cc2)CCC(C(C)(C)C)CC1 (centres undefined) | -73% | -9
O=C(NN=Cc1cccc([N+](=O)[O-])c1)c1cccc2ccccc12 | -1% | -4
NC(CSC1(c2ccccc2)c2ccccc2-c2ccccc21)C(=O)O (centres undefined) | 1% | 0
CC(=O)Nc1cc(=O)c2cccnc2[nH]1 | -6% | -18
COC1=NC2=NCCN2C(OC)=N1 | 1% | -4
Nn1c(Cc2ccccc2)nc2ccccc2c1=O | 0% | 1
CC(C)(C)CC(C)(C)NCC(O)COc1ccc2c(c1)CCC2 (centres undefined) | -79% | -13
Cc1ccc(S(=O)(=O)N2CCN(c3nc(-c4cccs4)nc4cccnc34)CC2)cc1 | 0% | -6
CCOc1ccc(OCCCC(=O)Nc2cc(S(=O)(=O)N3CCOCC3)ccc2N2CCOCC2)cc1 | -5% | 18
Nc1nc(N)c2cc([N+](=O)[O-])ccc2n1 | -51% | -24
CC(C)Cn1cnc2c(SCc3ccc(Cl)cc3)nc(N)nc21 | -22% | -7
O=C1C=C(c2ccccc2)CC(c2ccc(F)cc2)C1 (centres undefined) | -10% | -24
CC(/C=N/NC(=O)c1ccccc1C)=C\c1ccccc1 | ? | -13
COc1cc(/C=N/NC(=O)c2cc(-c3cccc(Br)c3)nc3ccccc23)cc(OC)c1O | -60% | -15
CN(C(=O)c1cccc(NC(=O)Cc2ccc(NC(=O)C3CCN(C(=O)C4CCCC4)CC3)cc2)c1)C1CC1 | -2% | -16

Retrieved by compound from above (two):
smiles | BRCA1 expr act | Giardia kill
CN(C(=O)c1cccc(NC(=O)Cc2ccc(NC(=O)C3CCN(C(=O)C4CCCC4)CC3)cc2)c1)C1CC1 | -2% | -16
Nn1c(Cc2ccccc2)nc2ccccc2c1=O | 0% | 1

Remaining list, next part:
smiles | BRCA1 expr act | Giardia kill
OC(c1ccccc1)(c1ccccc1)c1nccc2ccccc12 | -14% | -9
N=c1c(S(=O)(=O)c2ccc(Br)cc2)cc2c(=O)n3ccccc3nc2n1CCN1CCOCC1 | -7% | -2
S=C1SCCN1Cc1ccccc1 | -2% | -9
CCc1sc(C(=O)NCCCN2CCCC2=O)cc1Br | -3% | -6
CC(C)Oc1ccc(CSc2nnc3n(C)c(=O)c4c5c(sc4n23)CCCC5)cc1 | 9% | -7
Oc1ccc(C[C@H]2CNC(=S)N2CC2CCCN2C[C@H](Cc2ccccc2)N2C[C@H](Cc3ccc(O)cc3)N(CCc3ccccc3)C2=S)cc1 (some centres undefined) | -58% | -1
CC(C)(C)OC(=O)n1cccc1/C=C1\c2ccccc2C(=O)N1c1ccccc1 | 0% | -5
C#CCOCCOCCOCCNc1nc(N2CCN(C(=O)[C@H](C)n3cc(CCC(=O)O)nn3)CC2)nc(N2CCN(C(=O)[C@H](Cc3ccc(O)cc3)n3cc(CCO)nn3)CC2)n1 | 3% | -7
COc1ccc(CN(CCCN)c2ccc(Br)cn2)cc1 | -49% | 11
NC(=O)C1=C(N=C2CCCCC2)CCCC1 | -3% | ?
Cc1cc(Br)ccc1NC(=O)CN(C)C(=O)c1cccc(S(=O)(=O)N2CCN(C)CC2)c1 | -5% | -13
C/C(=N\Nc1cc(Cl)nc(C)n1)c1ccc(C)cc1 | -32% | -5
CCOc1ccccc1NC(=O)COC(=O)C1CCC1 | 16% | 18
Cc1cc2c(cc(C(=O)OC(C)C(=O)NCc3ccc(F)cc3)n2C)o1 (centres undefined) | 2% | 8
CC1C(=O)C(C)C(c2ccccc2)N(N=O)C1c1ccccc1 (centres undefined) | -1% | 4
O=C1CCC(C2CCc3cc(O)ccc3C2)C1 (centres undefined) | -2% | 6
CCN(CC)CCNC(=O)c1ccc(NC(=O)c2cccc(S(=O)(=O)N3CCCCCC3)c2)cc1 | -93%[inhibitor] | 3
O=C(CNCc1ccc(Cl)cc1)Nc1cc(S(=O)(=O)N2CCCC2)ccc1Cl | -40% | 8
C#CC1(O)CCC2C3CCc4cc(O)cc(C)c4C3CCC21C (centres undefined) | 1% | 5
COc1ccc(C(CNC(=O)c2cc(S(=O)(=O)Nc3cccc(C)c3)ccc2C)N2CCOCC2)cc1 (centres undefined) | -25% | -2
CCn1ncc(Br)c1C(=O)Nc1ccccc1C(=O)OC | -42% | -16
O=C(NCCCO)C12CC3CC(CC(C3)C1)C2 | 12% | 1
CCN1CCN(C(=O)/C=C/c2ccc(F)cc2)CC1 | 68% | -12
c1ccc(-c2cn3ccccc3n2)cc1 | ? | -14
Fc1ccc(Nc2nc(NCc3ccco3)nc3nccnc23)cc1 | -31% | 12
CNC(=O)c1c(O)c2cccc3c2n(c1=O)CC3 | -21% | -15
O=C(CCN1C(=O)S/C(=C\c2ccccc2)C1=O)N1CCOCC1 | 51% | -15
O=C1OC(c2ccc3ccccc3c2O)(c2ccc3ccccc3c2O)c2ccccc21 | -54% | 11
COc1ccccc1C(=O)NCCC(=O)N1CC(C)OC(C)C1 (centres undefined) | -2% | 31[activator]
CCOC(=O)[C@H]1[C@H]2COc3ccc(Br)cc3[C@H]2N2C(=O)CN(CCc3c[nH]c4ccccc34)C(=O)[C@@]12C | -22% | 9
CC1=CC(C)(C)N2C(=O)C3(C(C#N)=C(N)Oc4cc(C)oc(=O)c43)c3cc(C)cc1c32 (centres undefined) | -2%[1.84 µM] | 12
COc1cc2c(c(OC)c1OC)C(=O)C(=Cc1ccccc1)O2 | -16% | 8
CN(C)CCC(O)(c1ccccc1)c1ccccc1Cl (centres undefined) | -26% | 11
COc1cccc(C2=CC(=O)CC(c3ccco3)C2)c1 (centres undefined) | 30% | -7
OCCNCc1cccc(-c2ccccc2)c1O | 0% | 3
Cn1c(=O)c2[nH]c(NN=Cc3ccc(F)cc3)nc2n(C)c1=O | 7% | 20
CC(=O)Oc1ccc(/C=C(\NC(=O)c2cccc(Br)c2)C(=O)Nc2ccc(C(=O)O)cc2)cc1 | 15% | -11
Cc1ccc(NCSc2ccc(Cl)cc2)cc1 | ? | -2
Cn1c(NCC(O)c2ccccc2)nc2c1c(=O)n(Cc1ccc(Cl)c(Cl)c1)c(=O)n2C (centres undefined) | -77% | -18
CN(Cc1ccccc1)c1ncnc2[nH]ncc12 | -3% | 15
NC1=NC[C@H](c2ccccc2)N1CC1CCCCC1 | 0% | -3
CCOP(=O)(OCC)c1nc(-c2ccc(C)cc2)oc1N1CCOCC1 | -24% | 4
COc1ccccc1/C=N\NC(=O)c1ccc(COc2ccc(C)c(C)c2)o1 | 5.6µM* | -8
CCOC(=O)Cc1csc(NC(=O)CSc2nnc(-c3ccc(NS(=O)(=O)CC)cc3)o2)n1 | -2% | -7
C[C@@H]1NS(=O)(=O)c2cc(Cl)ccc2O[C@@H]1c1ccccc1 | -17% | 9
Cc1cccn2c(=S)[nH]nc12 | 4% | -6
COc1cccc(C(=O)COC(=O)c2ccc(NC(=O)c3ccccc3)cc2)c1 | 21% | -1
CCn1c2ccccc2c2cc(/C=C(/C#N)C(N)=S)ccc21 | -83% | -19
COc1ccc(CCNC(=O)c2ccc([N+](=O)[O-])cc2Cl)cc1OC | -16% | 0
COc1ccc(-c2nnc(-c3ccc4ccccc4c3)o2)cc1 | ? | 0
CC/C(=N/NC(=O)c1ccccc1O)c1c(C)[nH]n(-c2ccccc2)c1=O | 18% | -17
C=C1[C@@H](CCO)N(S(=O)(=O)C(C)(C)C)C[C@@H]1C | 39% | 6
COc1ccccc1OCC(=O)Nc1nc(-c2ccc(S(=O)(=O)N3CCOCC3)cc2)cs1 | -21% | 19
CC1CCCN(CCS(=O)(=O)c2ccccc2)C1 (centres undefined) | -12% | 8
N#Cc1ccc(N)cc1OCCCN1CCCCC1 | 22% | 11
O=C(c1ccccc1)N1CCN(c2ccccc2)CC1 | 2% | 0
COCCN(C(=O)COC(=O)CNC(=O)c1ccc(C)cc1)c1c(N)n(Cc2ccccc2)c(=O)[nH]c1=O | 1% | -30
O=C(CN1CCOCC1)Nc1cccc(C(F)(F)F)c1 | -10% | 7
Cn1c(=O)c2[nH]c(C3CC3)nc2n(C)c1=O | 3% | -4
COc1ccc(NC2=Nc3ccccc3N[C@@]23C[C@H]2CCCC(=O)N4CC[C@@H](C3)[C@@H]24)cc1 | 8% | 11
CSC1SCC2C(=O)N(C)C(C(C)C)C(=O)OCC(NC(=O)c3cnc4ccccc4n3)C(=O)NC(C)C(=O)N(C)C1C(=O)N(C)C(C(C)C)C(=O)OCC(NC(=O)c1cnc3ccccc3n1)C(=O)NC(C)C(=O)N2C (centres undefined) | ? | ?
COc1ccc(CNCCS(=O)(=O)NCc2ccccc2)cc1 | 1% | 10
Cc1nc2sc(C(c3ccco3)N3CCc4ccccc4C3)c(O)n2n1 (centres undefined) | -25% | -15

Assay outcomes deposited in PubChem by National Center for Advancing Translational Sciences (NCATS).
